Screens deposited in PubChem by several laboratories.
RmlCD inh 1536 – M. tuberculosis RmlC/RmlD coupled enzyme inhibitors, primary screen, biochemical, compound mixtures, 384-well, from 1536-well plates. RmlC+RmlD coupled enzyme assay, percent inhibition; primary screen in compound mixtures. dTDP-4-dehydrorhamnose reductase (Mycobacterium tuberculosis (strain ATCC 25618 / H37Rv)) …. AID 1533, 2009. 0.03% of 160,000 active. inhibition, % at 3.6 µM; in the data active = inhibition mostly above about 34%, no sharp cut-off; inconclusive = no clear call, values can overlap the other calls; inactive = mostly below about 22%; also: some results filed as inactive read as strong as hits
Target sequence (P9WH09 whole entry, looked up): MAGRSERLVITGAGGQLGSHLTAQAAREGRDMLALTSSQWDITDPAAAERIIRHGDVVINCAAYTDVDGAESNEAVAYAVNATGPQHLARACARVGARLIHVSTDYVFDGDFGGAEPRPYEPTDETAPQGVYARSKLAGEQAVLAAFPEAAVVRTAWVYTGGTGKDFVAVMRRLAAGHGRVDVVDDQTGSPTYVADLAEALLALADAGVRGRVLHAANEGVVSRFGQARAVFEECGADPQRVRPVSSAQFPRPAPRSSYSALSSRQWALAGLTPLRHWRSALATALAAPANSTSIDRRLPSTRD
Target sequence (P9WH11 whole entry, looked up): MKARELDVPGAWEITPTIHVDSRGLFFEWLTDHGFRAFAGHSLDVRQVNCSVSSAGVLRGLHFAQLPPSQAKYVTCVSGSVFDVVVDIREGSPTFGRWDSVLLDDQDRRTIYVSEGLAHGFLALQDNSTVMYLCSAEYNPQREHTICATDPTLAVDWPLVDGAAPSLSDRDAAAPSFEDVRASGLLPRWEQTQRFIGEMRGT
M. tuberculosis GlmU – inhibition of mycobacterial GlmU enzyme – biochemical, glucosamine-1-phosphate acetyltransferase (AID 1376) | inhibition, %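 (tested at 30 µM in the primary screen)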; hits with a dose series show IC50 in µM | M. tuberculosis GlmU acetyltransferase enzyme assay; higher % means a stronger effect | 0.25% of 220,000 active | Bifunctional protein GlmU (Mycobacterium tuberculosis (strain ATCC 25618 / H37Rv)); in the data active = inhibition above about 13%; inconclusive = no clear call, values can overlap the other calls;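 also: 0% = complete reaction with vehicle and 100% = reaction without substrate; strong numbers were not always called active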
* = called active by the depositor. Only part of the results is shown; rates above refer to the full screens.

What do the screens show for `COc1ccc(C(=O)COC(=O)CNC(=O)c2ccc(OC)cc2)cc1`?
RmlCD inh 1536: 7; M. tuberculosis GlmU: 1.6%

What do the screens show for `CCOC(=O)N1CCC(NC(=O)CCC(=O)N2CCOc3ccc(C)cc32)CC1`?
RmlCD inh 1536: -10; M. tuberculosis GlmU: 0.9%

What do the screens show for `Cn1c(=O)cc(OCCCC(=O)NCCN2CCN(c3ccccc3F)CC2)c2ccccc21`?
RmlCD inh 1536: -7; M. tuberculosis GlmU: -0.5%

How did COc1ccc(NC(=S)NCC(O)c2ccccc2)c(OC)c1 (stereo unspecified) do in these assays?
RmlCD inh 1536: 32; M. tuberculosis GlmU: -1.4%

Results for COc1ccc(/C=C2\SC(=O)N=C2N)cc1OC ?
RmlCD inh 1536: -10; M. tuberculosis GlmU: 3.3%

What do the screens show for `CCCCNC(=O)C(CC)Sc1nc2sc(C(=O)OC)c(C)c2c(=O)n1N` (stereo unspecified)?
RmlCD inh 1536: 1; M. tuberculosis GlmU: 3.2%

Results for Cc1ccc(NCCC(=O)c2ccc(Cl)cc2)cc1 ?
RmlCD inh 1536: 0; M. tuberculosis GlmU: 0.7%

What do the screens show for `COC(=O)c1ccc2c(=O)n(-c3ccccc3)c(SCN3C(=O)c4ccccc4C3=O)nc2c1`?
RmlCD inh 1536: -7; M. tuberculosis GlmU: -2.9%

How did CCCCCCCN1C=CC(=O)CC1 do in these assays?
M. tuberculosis GlmU: -1.6%

Results for NC(=O)[C@@H]1CCCN1Cc1nc(Cc2ccccc2F)no1 ?
RmlCD inh 1536: 3; M. tuberculosis GlmU: 2.0%

Results for Cc1cc(NC(=O)CSc2ncnc3c2cnn3-c2cccc(Cl)c2)no1 ?
RmlCD inh 1536: -6; M. tuberculosis GlmU: 2.8%

How did O=C(c1ccc(-c2ccc([N+](=O)[O-])cc2Cl)o1)N1CCOCC1 do in these assays?
RmlCD inh 1536: -3; M. tuberculosis GlmU: -7.3%

Results for CCn1nc(C)c(NC(=O)CSc2nnc(-c3ccco3)n2C)c1C ?
M. tuberculosis GlmU: 0.9%

Results for Cc1cc(C)n2nc(C(=O)N/N=C/c3ccc(Cl)cc3)nc2n1 ?
RmlCD inh 1536: -7; M. tuberculosis GlmU: 0.9%

What do the screens show for `CNC(=O)CSc1nnc(CCc2ccccc2)n1-c1ccccc1`?
M. tuberculosis GlmU: 4.1%

How did Cc1ccccc1NC(=S)c1nc2ccccc2[nH]1 do in these assays?
RmlCD inh 1536: -7; M. tuberculosis GlmU: 0.8%

How did COc1ccccc1N1CCN(CC(=O)Nc2ccc(C)c(F)c2)CC1 do in these assays?
RmlCD inh 1536: -3; M. tuberculosis GlmU: -6.9%

What do the screens show for `O=C(OCC(=O)N1CCCc2ccccc21)c1ccc(Br)o1`?
M. tuberculosis GlmU: 9.0%

How did CSCC(C)N1CCC(CO)(CCCc2ccccc2)CC1 (stereo unspecified) do in these assays?
M. tuberculosis GlmU: 1.0%

How did CN1CC=C2C(C#N)=C(N)C(C#N)(C#N)C(c3ccsc3)C2C1 (stereo unspecified) do in these assays?
RmlCD inh 1536: -3; M. tuberculosis GlmU: -3.8%

What do the screens show for `CC(=O)N1CCC2(CC1)CC(=O)c1cc(OCC(=O)N3CCC4(CC3)OCCO4)ccc1O2`?
RmlCD inh 1536: -12; M. tuberculosis GlmU: 1.6%

Results for CC(/C=C/c1cccc([N+](=O)[O-])c1)=N/NC(=O)c1cccnc1 ?
RmlCD inh 1536: -10; M. tuberculosis GlmU: -4.1%

Results for CC(OC(=O)c1oc2ccccc2c1COc1ccccc1)C(N)=O (stereo unspecified) ?
RmlCD inh 1536: -13; M. tuberculosis GlmU: 5.3%

How did Nc1ncnc2oc(-c3ccco3)c(-c3ccco3)c12 do in these assays?
RmlCD inh 1536: 1; M. tuberculosis GlmU: 0.0%

What do the screens show for `CCOC(=O)c1c(C)[nH]c(C(=O)CSc2nnc(Nc3ccccc3F)s2)c1C`?
RmlCD inh 1536: 4; M. tuberculosis GlmU: -1.3%

How did O=C(CSc1nnc(-c2ccccc2)c(-c2ccccc2)n1)Nc1ncc(Cl)cc1Cl do in these assays?
RmlCD inh 1536: -9; M. tuberculosis GlmU: -0.3%

What do the screens show for `O=C(Cn1cc(Cl)ccc1=O)c1ccc(Cl)cc1`?
RmlCD inh 1536: 14; M. tuberculosis GlmU: -2.4%

How did O=C(N/N=C/c1ccco1)c1cccc(S(=O)(=O)Nc2ccccc2Cl)c1 do in these assays?
RmlCD inh 1536: 10; M. tuberculosis GlmU: -1.6%

Results for O=C(CC(=O)N/N=C\c1ccc(F)cc1)NCCc1ccccc1 ?
RmlCD inh 1536: -12; M. tuberculosis GlmU: 3.5%

How did Cc1nn(S(=O)(=O)c2ccccc2)c(C)c1Sc1ccc([N+](=O)[O-])cc1 do in these assays?
M. tuberculosis GlmU: -5.8%

How did COc1cc(C=O)ccc1OCCCOc1ccccc1[N+](=O)[O-] do in these assays?
RmlCD inh 1536: -5; M. tuberculosis GlmU: 4.8%

Results for O=C(O)CNS(=O)(=O)c1ccc2c(c1)CCCC2 ?
RmlCD inh 1536: -8; M. tuberculosis GlmU: 1.4%

How did COC(=O)C(C)Sc1nnc(Cc2cc(=O)[nH]c(=O)[nH]2)n1-c1ccc(OC)cc1 (stereo unspecified) do in these assays?
RmlCD inh 1536: 2; M. tuberculosis GlmU: 0.9%

Results for O=[N+]([O-])c1nn(-c2ccc3c(c2)OCCO3)n(O)c1=NCCC1=CCCCC1 ?
RmlCD inh 1536: 7; M. tuberculosis GlmU: 3.4%

Results for CC1CC(C)CN(CCCNC(=O)CC2Oc3ccccc3NC2=O)C1 (stereo unspecified) ?
M. tuberculosis GlmU: 5.9%

Results for Oc1ccccc1N=Nc1nc(-c2ccccc2)c(-c2ccccc2)[nH]1 ?
M. tuberculosis GlmU: 3.9%

Results for Cn1cc(Cl)c(C(=O)NC2CCCC2)n1 ?
RmlCD inh 1536: 7; M. tuberculosis GlmU: -0.2%

How did CCN(CC)S(=O)(=O)c1cc(NC(=O)C(C)N2CCc3ccccc32)ccc1C (stereo unspecified) do in these assays?
RmlCD inh 1536: 4; M. tuberculosis GlmU: 2.7%

What do the screens show for `O=C(CCNC(=O)Cn1ccc2ccccc2c1=O)NCCN1CCc2ccccc2C1`?
M. tuberculosis GlmU: 0.2%

What do the screens show for `O=C(O)CNS(=O)(=O)c1ccc(-c2ccccc2)cc1`?
RmlCD inh 1536: 0; M. tuberculosis GlmU: -1.1%

What do the screens show for `Cc1nc(SCc2c(F)cccc2Cl)n[nH]1`?
RmlCD inh 1536: 9; M. tuberculosis GlmU: 10%

Results for COc1ccc(CCNC(=O)CN2C(=O)c3ccccc3C2=O)cc1 ?
RmlCD inh 1536: inconclusive; M. tuberculosis GlmU: 2.5%

What do the screens show for `CCC(CC)C(=O)c1c[nH]c(C(=O)NCC2CCCO2)c1` (stereo unspecified)?
M. tuberculosis GlmU: 0.0%

Results for COc1cc2[nH]c(=O)n(CCCCCC(=O)N3CCN(c4ccccn4)CC3)c(=O)c2cc1OC ?
M. tuberculosis GlmU: 1.4%

Results for CNC(=O)c1nc(C)c(C2(C)CC(c3cccc([N+](=O)[O-])c3)=NO2)s1 (stereo unspecified) ?
M. tuberculosis GlmU: -0.1%

Part of the list above in order of molecular weight, low to high.
Results for Cc1ccc(NCCC(=O)c2ccc(Cl)cc2)cc1 ?
RmlCD inh 1536: 0; M. tuberculosis GlmU: 0.7%

What do the screens show for `O=C(Cn1cc(Cl)ccc1=O)c1ccc(Cl)cc1`?
RmlCD inh 1536: 14; M. tuberculosis GlmU: -2.4%

How did COc1ccc(NC(=S)NCC(O)c2ccccc2)c(OC)c1 (stereo unspecified) do in these assays?
RmlCD inh 1536: 32; M. tuberculosis GlmU: -1.4%

New compounds follow
What do the screens show for `Cc1cc(OC(=O)c2c(F)cc(F)cc2F)nc(C)n1`?
RmlCD inh 1536: 34; M. tuberculosis GlmU: -3.3%

Results for O=C(Cn1nnc2ccccc2c1=O)N1CCOCC1 ?
RmlCD inh 1536: -9; M. tuberculosis GlmU: 0.7%

Results for Cc1ccc(O)c(C(=O)c2cnn(C(=O)COc3ccccc3C#N)c2)c1 ?
RmlCD inh 1536: 8; M. tuberculosis GlmU: 2.6%

What do the screens show for `CCc1oc2c(C)c(O)ccc2c(=O)c1-c1ccc2ccccc2n1`?
RmlCD inh 1536: 2; M. tuberculosis GlmU: -0.1%

Results for Cc1ccc(-n2c(CNc3ccc(F)cc3)nnc2SCC(=O)N2CCOCC2)cc1 ?
M. tuberculosis GlmU: -1.5%

Results for CCn1nnc(-c2ccccc2NS(=O)(=O)c2ccc(S(=O)(=O)N3CCCCCC3)cc2)n1 ?
M. tuberculosis GlmU: 4.7%

How did Cc1ccc2[nH]c(-c3cccc(F)c3)cc(=O)c2c1 do in these assays?
M. tuberculosis GlmU: -1.1%

What do the screens show for `CCOC(=O)C1NN=C(C(=O)c2ccccc2)C1c1ccccc1` (stereo unspecified)?
RmlCD inh 1536: -14; M. tuberculosis GlmU: -3.8%

How did COc1cccc(-n2c(CN3CCN(Cc4ccccc4)CC3)nc3ccc([N+](=O)[O-])cc3c2=O)c1 do in these assays?
RmlCD inh 1536: -9; M. tuberculosis GlmU: 8.4%

How did CC(C)=NNc1nc2c(c(=O)[nH]c(=O)n2C)n1CCc1ccccc1 do in these assays?
RmlCD inh 1536: 7; M. tuberculosis GlmU: 6.1%

What do the screens show for `O=C(CSc1nnc(-c2ccccc2)o1)Nn1cnnc1`?
M. tuberculosis GlmU: -1.7%

How did CCOC(=O)/C(C#N)=C\C1=C(N2CCCC2)CC(C)(C)OC1 do in these assays?
M. tuberculosis GlmU: -1.2%

Results for COCCN(C(=O)C(F)(F)F)C(C(=O)NC1CCCCC1)c1ccco1 (stereo unspecified) ?
M. tuberculosis GlmU: 4.1%

What do the screens show for `Cc1ccc2c(c1)NC(=O)C(CC(=O)Nc1ccc(CN3CCC(C)CC3)cc1)O2` (stereo unspecified)?
RmlCD inh 1536: -13; M. tuberculosis GlmU: -2.1%

What do the screens show for `COc1ccc(C(=O)NC2(C(F)(F)F)N=C3SCCN3C2=O)cc1` (stereo unspecified)?
RmlCD inh 1536: 34; M. tuberculosis GlmU: -3.5%

4 entries drawn at random from the list so far:
What do the screens show for `O=C(Cn1cc(Cl)ccc1=O)c1ccc(Cl)cc1`?
RmlCD inh 1536: 14; M. tuberculosis GlmU: -2.4%

Results for O=C(Cn1nnc2ccccc2c1=O)N1CCOCC1 ?
RmlCD inh 1536: -9; M. tuberculosis GlmU: 0.7%

How did COc1cc(C=O)ccc1OCCCOc1ccccc1[N+](=O)[O-] do in these assays?
RmlCD inh 1536: -5; M. tuberculosis GlmU: 4.8%

What do the screens show for `CCOC(=O)N1CCC(NC(=O)CCC(=O)N2CCOc3ccc(C)cc32)CC1`?
RmlCD inh 1536: -10; M. tuberculosis GlmU: 0.9%

(further entries)
Results for Cc1cc(N)n(C2CCN(C)CC2)n1 ?
RmlCD inh 1536: 1; M. tuberculosis GlmU: -0.5%

Results for O=C(Nc1cc2c(ccc3ccccc32)oc1=O)C1CCCCC1 ?
RmlCD inh 1536: 16; M. tuberculosis GlmU: 0.9%

What do the screens show for `CC(C)(C)c1ccc(C(=O)O)c(C(=O)c2ccccc2)c1`?
M. tuberculosis GlmU: -1.6%

What do the screens show for `Cc1ccsc1/C=N\NC(=O)CC(=O)NCc1ccccc1`?
RmlCD inh 1536: 8; M. tuberculosis GlmU: -5.7%

What do the screens show for `O=C(Nc1cccc(F)c1)c1cc(S(=O)(=O)NCCC2=CCCCC2)ccc1F`?
RmlCD inh 1536: 66; M. tuberculosis GlmU: 1.2%

Results for N#Cc1ccc(NC(=O)N2CCC(c3nc4c(nnn4Cc4cccc(Cl)c4)c(=O)[nH]3)CC2)cc1 ?
RmlCD inh 1536: -7; M. tuberculosis GlmU: -0.1%

How did CNCC[C@@H](Oc1ccccc1C)c1ccccc1 do in these assays?
M. tuberculosis GlmU: 3.0%

Results for COc1cc(C(=O)Nc2ccc3c(c2)Cc2cc(NC(=O)c4cc(OC)c(OC)c(OC)c4)ccc2-3)cc(OC)c1OC ?
RmlCD inh 1536: 62; M. tuberculosis GlmU: 0.4%

What do the screens show for `CC(C)C(=O)NC(=S)Nc1ccc(S(=O)(=O)NC(C)(C)C)cc1`?
M. tuberculosis GlmU: -1.0%

How did CC(C)CC(=O)NC(=S)NCc1ccccc1 do in these assays?
RmlCD inh 1536: -13; M. tuberculosis GlmU: 5.9%

What do the screens show for `COc1ccccc1NC(=S)NC(C)=O`?
RmlCD inh 1536: -10; M. tuberculosis GlmU: 1.8%

Results for COc1ccc(CCN(C)CC(O)c2ccccc2)cc1OC (stereo unspecified) ?
RmlCD inh 1536: -4; M. tuberculosis GlmU: -1.8%

How did CCOC(=O)c1c(C)[nH]c(C(=O)COC(=O)c2ccc(N3CCCC3=O)cc2)c1C do in these assays?
RmlCD inh 1536: 2; M. tuberculosis GlmU: 1.4%

How did COc1ccc(C(C)=O)cc1CSc1nc2nc(C)cc(C)n2n1 do in these assays?
RmlCD inh 1536: -6; M. tuberculosis GlmU: 4.1%

What do the screens show for `CC(=O)N1N=C(c2ccc(C)o2)CC1c1ccc(Br)cc1` (stereo unspecified)?
RmlCD inh 1536: 12; M. tuberculosis GlmU: 6.0%
